Bioassay records deposited in PubChem by several laboratories.
NR2E3 ag-1 = inhibitors of NR2E3-RetCOR corepressor binding, primary screen, NR2E3 agonist project, biochemical, TR-FRET, GST-NR2E3, biotin-RetCOR | Photoreceptor-specific nuclear receptor (Homo sapiens), Q9Y5X4 | 1536-well | inhibition of corepressor binding, % at 4.78 µM | 0.12% of 320,000 active | AID 2300, 2010;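 active = percent inhibition above the cutoff of mean plus 3 SD of all tested compounds, set per screening campaign, cut at about 20% in these data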;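 note: 0% = DMSO wells and 100% = biotin wells as full block of FRET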
Target sequence (Q9Y5X4 whole entry, looked up): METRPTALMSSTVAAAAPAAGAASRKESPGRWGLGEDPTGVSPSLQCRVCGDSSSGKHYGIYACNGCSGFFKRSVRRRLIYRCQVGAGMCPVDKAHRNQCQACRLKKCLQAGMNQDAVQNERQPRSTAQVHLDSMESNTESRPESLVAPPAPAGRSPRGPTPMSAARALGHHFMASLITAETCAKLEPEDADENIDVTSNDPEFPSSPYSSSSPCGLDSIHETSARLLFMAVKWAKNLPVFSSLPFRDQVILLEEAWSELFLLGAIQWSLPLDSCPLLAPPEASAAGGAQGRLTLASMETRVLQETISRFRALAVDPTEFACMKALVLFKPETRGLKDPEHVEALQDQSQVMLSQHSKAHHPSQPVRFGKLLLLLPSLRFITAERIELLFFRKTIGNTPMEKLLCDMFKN
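Format: 1536-well format; test system: GST-NR2E3 and biotin-RetCOR proteins; read-out basis: percent inhibition of TR-FRET ratio; timing: 5 h incubation at 4 °C; detection: time-resolved FRET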
aDG glyco act = activators of alpha-DG glycosylation, primary screen, uHTS, Pro5-aDG cells, AlphaScreen | alpha-DG glycosylation AlphaScreen (IIH6); 0% Pro5, 100% B10-LARGE cell signal | activation, % at 10 µM | 0.22% of 360,000 active | AID 624168, 2012;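 active = activation of at least 8% versus controls, or a plate z-score of at least 8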;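 note: Pro5 are CHO cells carrying HIG-tagged alpha-DG that lacks glycosylation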
PDI turbidity = inhibitors of human PDI, primary screen, biochemical, turbidity, single point, plate reader | PDI insulin aggregation turbidity, A650, 90 min | inhibition, % at 10 µM | 0.052% of 350,000 active | AID 588391, 2011;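 active = mean inhibition across replicates of 30% or more, whatever share of single replicates reach that level; inconclusive = mean inhibition below 30% while every single replicate reaches 30%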;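 note: absorbance from insulin aggregation driven by PDI reduction with DTT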
Target sequence (P07237 whole entry, looked up): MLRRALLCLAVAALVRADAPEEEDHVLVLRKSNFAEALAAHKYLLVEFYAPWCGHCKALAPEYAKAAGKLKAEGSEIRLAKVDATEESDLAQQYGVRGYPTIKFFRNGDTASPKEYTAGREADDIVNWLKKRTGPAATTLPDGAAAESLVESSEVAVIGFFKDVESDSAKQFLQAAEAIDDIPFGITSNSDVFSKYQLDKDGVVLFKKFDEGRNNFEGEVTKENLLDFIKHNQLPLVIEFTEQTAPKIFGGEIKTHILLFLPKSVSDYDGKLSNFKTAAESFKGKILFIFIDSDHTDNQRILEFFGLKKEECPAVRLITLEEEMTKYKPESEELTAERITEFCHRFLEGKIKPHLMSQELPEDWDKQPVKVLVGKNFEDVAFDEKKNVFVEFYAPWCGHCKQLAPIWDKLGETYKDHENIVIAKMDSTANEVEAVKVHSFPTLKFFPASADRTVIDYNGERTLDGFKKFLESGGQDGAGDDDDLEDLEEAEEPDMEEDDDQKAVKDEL
HIF-2a inh = HIF-2a reporter inhibitors, primary screen, luminescence, 786-0 RCC cells; 786-0 RCC cells HIF-2a reporter, luciferase luminescence, overnight; inhibition, % at 18.8 µM; 0.72% of 360,000 active;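 active = inhibition of the luminescence signal of 40% or more relative to plate controls, in a single-dose primary screen at 18.75 µM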
Vif inh = HIV Vif self-association inhibitors, primary screen, imaging, HEK293T, single point; HEK293T cells, Vif self-association by quenched fluorescence, 24 h; AID 602346, 2012; inhibition, % at 7.49 µM; 0.35% of 340,000 active; in the data active = inhibition above about 50%, passing the limit was not always enough; inconclusive = no clear call, values can overlap the other calls; inactive = below about 31%; note: some results filed as inactive read as strong as hits
CaV13 ICDI inh = Primary screen for inhibitors of IQ motif and Ca2+-dependent inactivation inhibitor domain binding in CACNA1D, Förster resonance energy transfer in living cells, …; HEK cells, CFP/YFP FRET ICDI-IQ, plate reader, 10 min; percent FRET-ratio fall versus neutral wells; 0.098% of 340,000 active; inhibition, % at 12.3 µM;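 active = mean replicate inhibition of at least 30% and at least 1% of replicates passing that level; inconclusive = only one of the two criteria is met; inactive = neither criterion is met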;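 note: 0% = median of the neutral control wells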
Exocytosis inh = LAMP-1 surface exposure blockers, TALL-104 cells – cell-based, flow cytometry, MLPCN library, primary screen. TALL-104 LAMP-1 surface exposure; cells stimulated with thapsigargin and PMA. AID 651702, 2012. 0.66% of 360,000 active. inhibition, % at 10 µM;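 active = inhibition above about 55%, limit read from the data; inconclusive = no clear call, values can overlap the other calls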
hiPSC survival = enhancers of single-cell hiPSC survival, primary screen, ATPlite luminescence. 100% = ROCK inhibitor wells, 0% = DMSO. survival enhancement, % at 20 µM. 0.044% of 360,000 active. AID 602274, 2012; in the data active = survival enhancement above about 18%;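 note: cells exposed to compounds for 16 hours before the ATP read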
NR2E3 ag-2 = NR2E3 agonists in two-hybrid cells, primary screen, cell-based, luminescence, CHO-S, Gal4-NCOR/VP16-NR2E3; Photoreceptor-specific nuclear receptor (Homo sapiens), Q9Y5X4; luciferase; inhibition of corepressor binding, % at 3.98 µM; 0.35% of 360,000 active; AID 602229, 2012;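 active = inhibition above the mean of all tested compounds plus 3 SD, cut at about 70% in these data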;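 note: 0% = DMSO with NR2E3 transfected cells and 100% = cells lacking NR2E3 construct; higher means lower luciferase signal from less NR2E3 corepressor binding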
Peg3 promoter = Peg3 promoter-driven luciferase inhibitors, primary screen, cell-based, HeLa, luciferase luminescence; HeLa PEG-Prom luciferase reporter, overnight; 1.7% of 360,000 active; inhibition, % at 20 µM; AID 588405, 2011;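 active = inhibition of at least 50% at 20 µM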
TRPM1 prom inh = inhibitors of MITF-dependent TRPM1 promoter reporter, primary screen, cell-based, SK-MEL-5, single point, luciferase; SK-MEL-5 TRPM1 promoter luciferase, 24 h; inhibition, % at 12.5 µM; 0.83% of 330,000 active; AID 488899, 2010;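 active = mean inhibition across replicates of 60% or more, whatever share of single replicates reaches that level; inconclusive = some that reach 60%, reason not given; inactive = mean inhibition across replicates below 60%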; note: values of inactives mirror those of a sister screen read the other way
Starred values were filed as active, the others as inactive; ? = inconclusive; / = not tested or not shown.

The first 6 records, ahead of the listing:
Molecule,NR2E3 ag-1,aDG glyco act,PDI turbidity,HIF-2a inh,Vif inh,CaV13 ICDI inh,Exocytosis inh,hiPSC survival,NR2E3 ag-2,Peg3 promoter,TRPM1 prom inh
CC(=O)CC(C)(C)S(=O)(=O)c1ccc(NC(C)=O)cc1,-1,0.0,10,14,1,-9,-3,4.5,-6,6,-5
O=C(NC(=O)c1ccccc1N1CCCCC1)Nc1ccc(Br)cc1,1,0.1,-3,-16,-3,-10,85*,0.4,-15,-7,10
Cc1cccc(N(C)C(=O)c2cc(S(=O)(=O)N3CCc4ccccc43)cn2C)c1,1,-0.4,/,20,3,-9,-1,4.2,12,13,/
CCOC(=O)c1ccccc1-n1c(C)cc(C2N=C(N)Nc3nc4ccccc4n32)c1C (stereo unspecified),0,-0.4,-8,-22,5,-8,-3,5.2,6,-2,-17
O=C(NCc1cccs1)c1cc(-c2ccccc2)on1,-3,-0.1,-18,-325,-4,/,-2,-0.2,-88,-233,-97
CNc1ccc(Br)cc(C(=O)/C=C/c2ccc3c(c2)OCO3)c1=O,0,-0.1,-6,5,-4,/,4,0.6,-14,-5,16

The listing, previewed entries included:
Molecule,NR2E3 ag-1,aDG glyco act,PDI turbidity,HIF-2a inh,Vif inh,CaV13 ICDI inh,Exocytosis inh,hiPSC survival,NR2E3 ag-2,Peg3 promoter,TRPM1 prom inh
CC(=O)CC(C)(C)S(=O)(=O)c1ccc(NC(C)=O)cc1,-1,0.0,10,14,1,-9,-3,4.5,-6,6,-5
O=C(NC(=O)c1ccccc1N1CCCCC1)Nc1ccc(Br)cc1,1,0.1,-3,-16,-3,-10,85*,0.4,-15,-7,10
Cc1cccc(N(C)C(=O)c2cc(S(=O)(=O)N3CCc4ccccc43)cn2C)c1,1,-0.4,/,20,3,-9,-1,4.2,12,13,/
CCOC(=O)c1ccccc1-n1c(C)cc(C2N=C(N)Nc3nc4ccccc4n32)c1C (stereo unspecified),0,-0.4,-8,-22,5,-8,-3,5.2,6,-2,-17
O=C(NCc1cccs1)c1cc(-c2ccccc2)on1,-3,-0.1,-18,-325,-4,/,-2,-0.2,-88,-233,-97
CNc1ccc(Br)cc(C(=O)/C=C/c2ccc3c(c2)OCO3)c1=O,0,-0.1,-6,5,-4,/,4,0.6,-14,-5,16
CCc1cc(=O)[nH]c(SCC(=O)N2CCOCC2)n1,-2,-0.2,-1,1,-8,-2,-4,0.0,9,21,13
COc1ccc(NC(=S)N2CCOCC2)c(OC)c1,0,0.0,-3,17,-5,-4,0,0.0,-22,9,-8
CC(C)CNC(=O)COC(=O)c1c2c(nc3ccccc13)/C(=C\c1cccs1)CC2,/,1.0,-11,-273,-7,-11,-6,-3.2,8,-90,-17
O=C1CCC(=O)N1c1ccc(-c2nc3ccccc3s2)cc1,-5,-0.2,12,-67,-8,-3,-8,-3.9,-45,-86,16
COc1ccc(CN(CCc2ccccc2)Cc2ccccc2)cc1OC,2,0.0,-6,-9,-4,3,15,-0.5,18,-4,3
CN(CC(=O)Nc1ccccc1Cl)C(=O)c1ccc(Cl)c(S(=O)(=O)N2CCCCCC2)c1,/,0.4,-4,13,-6,-5,-12,2.0,-2,9,8
Cc1ccc(NC(=O)c2cccs2)cc1,1,0.1,5,-320,6,-9,-4,-2.8,-97,-271,-70
O=C(Nc1ccccc1Cl)O/N=C/c1ccc(F)cc1,/,-0.1,4,-170,-13,-4,6,-0.7,-55,-170,-10
Cc1cccc(NC(=O)Cc2ccc(-c3ccccc3)cc2)n1,1,-0.1,7,-97,-7,-6,0,0.4,1,-41,10
CC(=O)Nc1cncc(-c2cnn(CC(C)C)c2)n1,/,0.0,13,-51,-10,-4,5,-3.1,-53,-33,/
O=Cc1cccn1-c1nccc(-c2ccco2)n1,3,-0.2,0,-70,5,-3,-5,0.1,-2,-44,-18
COC(=O)c1ccccc1NC1OC(=O)c2ccccc21 (stereo unspecified),-2,0.0,-9,1,-5,/,0,0.3,5,9,11
COc1ccc(CNc2ncnc3c2[nH]c2cc(OC)c(OC)cc23)cc1,1,0.0,-4,14,-8,-2,34,-0.3,17,-25,-9
CC(SC1=NCCN1S(=O)(=O)c1ccc(F)cc1)c1ccccc1 (stereo unspecified),1,-0.2,-3,22,-7,/,0,-0.1,-25,14,2
N#Cc1ccc(C(=O)N2CCN(S(=O)(=O)c3ccc(Br)s3)CC2)cc1,4,0.0,2,16,-3,-5,-8,-0.8,6,14,-1
COc1ccccc1/C=N/N1CCN(c2ccc(Cl)cc2)CC1,-1,-0.3,1,-14,18,-2,-2,-0.4,-10,3,2
CCc1ccc(CN2CCCC(CNS(=O)(=O)c3ccc(OC)cc3)C2)cc1 (stereo unspecified),-1,-0.2,-1,4,1,-2,-2,-0.1,3,11,-17
Cc1c(/C=N/Nc2nc3ccccc3[nH]2)c2ccccc2n1C,-3,-0.5,6,-112,-6,?,85*,0.4,16,30,-4
COC(=O)C1=C(C)N(Cc2ccccc2)C(=NCc2ccc(OC)cc2)N[C@H]1c1cccc(F)c1,4,0.7,0,-3,0,-5,-1,-3.8,12,102*,?
S=C(NCc1ccccn1)Nc1ccc(Cl)cc1Cl,1,0.4,5,-204,-4,/,-1,-1.3,-22,-387,-27
CCn1cc(C2C(C(=O)Nc3ccc(Br)cn3)=C(C)NC3=C2C(=O)CCC3)c(C)n1 (stereo unspecified),-3,0.1,-4,25,2,-4,1,1.4,14,20,-6
O=P(O)(Cc1ccccc1)Cc1ccccc1,-1,-0.1,0,17,-1,-2,-6,-0.6,3,4,-7
CCOC(=O)C1=C(C)NC(C)=C(C(=O)OCC)C1C(=O)OCC(=O)NCc1ccccc1,/,0.0,4,11,1,-5,-3,-0.2,-5,5,13
C#CCCc1ccccc1/C=[N+](/C)[O-],1,0.3,-2,-72,-11,-5,2,-3.7,7,-20,65*
Fc1ccc(C2CC(c3ccco3)n3ncnc3N2)cc1 (stereo unspecified),1,0.0,/,2,1,-3,5,-1.5,4,17,/
O=C(CN1CCN(c2ccc(F)cc2)CC1)N(C1CCCC1)C1CCS(=O)(=O)C1 (stereo unspecified),-1,0.1,-3,5,1,-3,-2,-0.3,-9,19,9
Cc1csc(SC(C)C(=O)NC2CCCCC2C)n1 (stereo unspecified),3,-0.1,-9,6,5,-6,-4,1.9,-30,0,-5
CCN1CCN(c2nc(-c3ccccc3)nc3ccccc23)CC1,-1,0.0,11,15,-2,-5,0,-0.6,0,12,-18
COc1ccc(CNc2nc(S(=O)(=O)c3ccccc3)c(Cl)s2)cc1OC,0,1.8,-6,23,-4,-3,19,0.0,-8,20,21
COc1ccc(CNc2nc3nc4c(c(=O)n3[nH]2)CCC4)cc1,1,0.1,-1,16,11,/,-6,4.6,-12,16,17
COc1ccc(C2=NOC(C3(S(=O)(=O)c4ccccc4)CC(O)C3)C2)cc1 (stereo unspecified),-2,0.1,2,-40,-5,-12,16,8.7,0,-51,-7
Cc1cc(NC(=O)c2ccc3sc([C@@H]4O[C@H](CO)[C@H](O)[C@H](O)[C@H]4O)nc3c2)no1,/,-0.1,4,-10,-1,-3,-8,-0.7,4,-4,/
CCCCn1c(=O)c(CC(C)=O)nc2ccccc21,4,-0.1,9,9,5,-18,-1,0.2,5,5,-35
COc1ccc(CNC(=O)C2CCN(C(=O)[C@@H](CC(C)C)NC(=O)OC(C)(C)C)CC2)cc1,/,0.4,9,5,-3,-5,0,5.8,-19,11,2
COC(=O)C(=Cc1ccccc1[N+](=O)[O-])C(=O)OC,-4,0.4,-3,77*,/,-19,-5,-0.6,6,53*,26
O=C1NC2(CCCCCC2)C(=O)N1Cc1ccc(Cl)cc1Cl,0,0.0,-4,22,-4,-5,11,-0.7,4,12,-2
Cc1cc(O)cc(=O)n1Cc1ccccc1,-1,0.0,7,8,-5,-5,-2,0.8,9,5,4
CCSc1nnc(NC(=O)C2CCCCC2)s1,1,0.4,3,-199,-2,-5,0,0.7,-10,-164,-57
O=C(N/N=C/c1ccc([N+](=O)[O-])cc1)c1cccnc1,4,-0.1,5,-17,10,-4,-4,-0.2,-2,4,-10
CN(C)c1ccc(C=Nc2ccc(N(C)C)cc2)cc1,-35,-0.1,-3,-60,/,-1,44,-1.6,-42,-279,-50
COc1ccc(C(CNC(=O)CNC(=O)c2cccc(F)c2)N2CCOCC2)cc1 (stereo unspecified),/,0.1,9,-5,-4,-15,8,3.7,-21,-6,/
O=C(NN=Cc1ccccc1O)C1CC1,/,0.2,5,-22,-9,-10,-8,2.8,0,-15,1
COc1ccccc1NS(=O)(=O)c1cc(NC(=O)c2cccs2)ccc1N1CCCC1,0,0.5,3,11,-1,-15,1,-1.6,-21,-21,-19
COc1ccc(NC(=O)Cn2c(=O)sc3ccccc32)c(OC)c1,4,-0.2,/,-3,-2,-2,2,5.3,8,-5,/
COC(=O)c1c(C)[nH]c(C(=O)COC(=O)CCc2ccc(OC)c(OC)c2)c1C,/,0.5,18,8,/,-5,0,-1.8,2,26,/
